# PP1 counter: blocks human PP1-alpha phosphatase, a PP5 counter-screen. P62136. purified PP1alpha, OMFP fluorescence. inhibition, % at 6.7 µM. 320,000 compounds, 0.9% hits. AID 2235;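 active = inhibition above the mean inhibition of all tested compounds plus 3 SD, computed separately for each screening campaign, cut at about 15% in these data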
# Target sequence (P62136 whole entry, looked up): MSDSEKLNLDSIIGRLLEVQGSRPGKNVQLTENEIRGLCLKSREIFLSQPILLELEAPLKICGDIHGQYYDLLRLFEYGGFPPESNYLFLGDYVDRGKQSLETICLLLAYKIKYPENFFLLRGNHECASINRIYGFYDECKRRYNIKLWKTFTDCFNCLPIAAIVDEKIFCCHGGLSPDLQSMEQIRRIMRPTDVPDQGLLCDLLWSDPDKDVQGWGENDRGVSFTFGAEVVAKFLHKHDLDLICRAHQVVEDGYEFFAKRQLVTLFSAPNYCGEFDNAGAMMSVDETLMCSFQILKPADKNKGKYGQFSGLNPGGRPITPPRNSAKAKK
# PREPL inhibitor: inhibits the human prolyl oligopeptidase-like enzyme | Q4J6C6 | recombinant PREPL, fluorescence polarization activity-based probe | inhibition, % at 5.96 µM | 320,000 compounds, 0.68% hits | AID 2751; in the data active = inhibition above about 43%;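 note: 0% = enzyme with DMSO and 100% = wells lacking enzyme; many of its hits are not listed in these tables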
# Target sequence (Q4J6C6 whole entry, looked up): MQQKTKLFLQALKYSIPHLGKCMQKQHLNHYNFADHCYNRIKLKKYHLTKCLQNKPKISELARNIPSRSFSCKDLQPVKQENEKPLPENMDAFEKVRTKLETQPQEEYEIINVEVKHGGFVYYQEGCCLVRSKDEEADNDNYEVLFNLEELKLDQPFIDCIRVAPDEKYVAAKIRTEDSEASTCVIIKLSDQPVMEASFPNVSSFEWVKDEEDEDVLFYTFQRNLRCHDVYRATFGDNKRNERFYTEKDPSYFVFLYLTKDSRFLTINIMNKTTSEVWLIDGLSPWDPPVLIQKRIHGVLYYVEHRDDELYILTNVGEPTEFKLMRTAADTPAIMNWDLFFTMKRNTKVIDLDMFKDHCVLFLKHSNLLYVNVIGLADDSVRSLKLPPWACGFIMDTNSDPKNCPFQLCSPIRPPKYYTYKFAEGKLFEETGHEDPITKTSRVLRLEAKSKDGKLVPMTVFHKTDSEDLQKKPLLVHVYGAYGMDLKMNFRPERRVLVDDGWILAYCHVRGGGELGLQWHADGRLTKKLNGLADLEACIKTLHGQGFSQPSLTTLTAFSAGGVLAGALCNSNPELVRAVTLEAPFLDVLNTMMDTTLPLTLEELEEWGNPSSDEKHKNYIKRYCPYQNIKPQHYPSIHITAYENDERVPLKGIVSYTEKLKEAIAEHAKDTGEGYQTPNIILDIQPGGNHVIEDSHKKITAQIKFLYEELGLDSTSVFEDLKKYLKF
# TPT1 inhibitor: blocks Candida albicans tRNA 2'-phosphotransferase; recombinant caTPT1, FP RNA substrate dephosphorylation; inhibition, % at 5 µM; 300,000 compounds, 0.81% hits; AID 1962;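 active = inhibition above the mean of all tested compounds plus 3 SD, set per screening campaign, cut at about 24% in these data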;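 note: plate controls were DMSO alone for no effect and ferristatin control at 100 nM for full effect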
# HCV core dimer: HCV core protein dimerization inhibition | TR-FRET GST/Flag-core106 dimerization, 1536-well | 300,000 compounds, 0.33% hits | inhibition, % at 5 µM;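 active = inhibition above the mean of all tested compounds plus 3 SD, set per screening campaign, cut at about 45% in these data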
#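 Assay system: Tagged HCV core106 pair (GST and Flag) | Buffer or medium: KF-containing HEPES buffer, pH 7.45, DTT, CHAPS, BSA | Also added: Eu donor and XL665 acceptor anti-tag antibodies | Dosing: One concentration, 5 µM, in 0.5% DMSO | Timing: 4 h at 22.5 °C | Technique: TR-FRET 671 and 617 nm emission | Repeats: Singlicate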
# PP5 inh: blocks human protein phosphatase 5 activity; P53041; purified PP5c, OMFP substrate fluorescence; inhibition, % at 6.7 µM; 320,000 compounds, 0.18% hits; AID 1987;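 active = inhibition above the campaign's mean inhibition across all tested compounds plus 3 SD, cut at about 9.5% in these data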;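 note: 0% = DMSO only and 100% = 100 µM cantharidin control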
# Efflux pump mplx: blocks antifungal efflux pumps in multiplex yeast assay. S. cerevisiae Candida pump triplex, Nile Red efflux. inhibition, % at 10 µM. 330,000 compounds, 0.44% hits;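 active = plate passing quality check with inhibition over a set limit, or well fluorescence over plate mean plus 4 SD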;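 note: Nile Red retained in pooled yeast measured as flow cytometry median fluorescence; 0% = buffer negative control and 100% = Enniatin B positive control; higher means more Nile Red kept so more efflux inhibition; some compounds called inactive have numbers as strong as hits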
# EBNA-1 inhibitor: blocks EBNA-1 binding to DNA. EBNA-1 DNA binding, fluorescence polarization. inhibition, % at 14.8 µM. 300,000 compounds, 0.34% hits. AID 1950; in the data active = inhibition above about 28%
# CTSL1 counter: blocks F. hepatica cathepsin L1 in PFM18AAP counter-screen. recombinant F. hepatica cathepsin L1, Z-Leu-Arg-MCA fluorescence. inhibition, % at 5.96 µM. 300,000 compounds, 0.49% hits. AID 1906;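 active = inhibition above the mean of all tested compounds plus 3 SD, set per screening campaign, cut at about 17% in these data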;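 note: 0% = plate median of test compound wells and 100% = 1 µM Z-Phe-Ala-diazomethylketone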
# ZTA counter: counter-screen for EBNA-1 inhibitors: inhibitors of Epstein-Barr virus ZTA | P03206 | ZTA-DNA binding, fluorescence polarization | inhibition, % at 11 µM | 320,000 compounds, 0.15% hits | AID 2234; in the data active = inhibition above about 33%
# An asterisk follows results filed as active; . = not tested or not shown.
SMILES,PP1 counter,PREPL inhibitor,TPT1 inhibitor,HCV core dimer,PP5 inh,Efflux pump mplx,EBNA-1 inhibitor,CTSL1 counter,ZTA counter
CC(C)CN(CCCNC(=O)CN1C(=O)COc2ccc(S(=O)(=O)N3CCCCCC3)cc21)CC(C)C,-2.9,2.5,-0.6,-2.9,2.2,0.1,-7.3,-0.8,-14.8
Cc1ccc(S(=O)(=O)N2CCN(C(=O)CCC(=O)NCCc3ccc(F)cc3)CC2)cc1,-1.0,7.2,1.3,0.3,1.5,0.1,-7.7,-0.9,9.1
CSc1nc2ccccc2c(=O)n1C1CCOC(C)(C)C1 (stereo not drawn),3.8,-1.2,0.3,2.6,-2.6,-0.1,3.2,-0.5,3.4
COc1ccccc1CNC(=O)CNC(=O)Cn1cnc2ccccc2c1=O,0.6,-0.4,2.1,-5.1,0.1,0.1,2.5,-2.2,-2.1
Cc1ccc2c(=O)oc(N(C)C)nc2c1,-1.2,-3.0,-1.1,5.8,0.7,0.0,-2.8,7.1,-5.4
Oc1ccc(C=Nc2cccc3ncccc23)c(O)c1,0.6,21.6,-3.8,-7.2,1.5,0.2,-3.3,2.0,-7.5
COc1cccc(CNC(=O)C2CCN(S(=O)(=O)c3ccc4c(c3)CC(C)N4C(C)=O)CC2)c1 (stereo not drawn),-1.5,2.4,-1.4,6.4,-0.6,0.1,2.7,-5.6,-14.4
Cc1ccc2oc(/N=C(\N)NC(=O)C3CC3)nc2c1,-1.5,-0.5,2.9,-2.9,1.6,-0.1,-2.8,0.0,-4.9
Nc1ccc(C(=O)OCc2nc3c(ccc4ccccc43)[nH]2)cc1,2.9,25.0,0.6,-4.8,4.8,-0.1,3.1,-2.5,-26.3
COc1ccc(OC)c(-n2cnnn2)c1,-1.1,5.0,-2.2,2.0,1.6,0.1,-0.5,-2.9,-0.5
Cc1ccc(-n2nnnc2SCC(=O)Nc2cccc(NC(=O)c3ccco3)c2)cc1C,4.7,-22.9,-3.0,21.7,4.8,0.1,0.7,2.0,9.2
Cc1cc(C)c(NC(=O)CSc2nnc(CNC(=O)c3c(F)cccc3Cl)o2)c(C)c1,-1.9,0.6,-1.1,2.8,-0.2,0.0,4.6,-0.9,4.2
COc1cccc(/C=N/NC(=O)NC2CCCCC2)c1O,0.8,-0.4,-3.6,-1.5,0.5,-0.1,4.7,-1.9,7.5
CC1CCN(c2ccc3c(c2)S(=O)(=O)c2ccccc2C3=O)CC1,0.1,0.3,65.2*,7.0,1.3,-0.2,-7.1,3.7,-0.7
Cc1cc(/C=N/n2cnnc2)c(O)c([N+](=O)[O-])c1,-3.7,3.1,0.6,1.0,0.7,0.0,6.5,1.2,3.8
CCCN1CCN(C(=O)c2c(Cl)cnn2C)CC1,-1.9,-0.7,0.9,4.1,-2.2,0.1,-4.6,-1.4,4.2
CCOC(=O)Nc1nnc(-c2cccc(OC)c2)s1,-1.9,-0.3,-0.9,5.4,-4.0,-0.2,6.8,0.0,1.5
CNC(=S)N(C)[C@H]1c2c(ccc3ccccc23)OC[C@H]1CO,-2.4,-3.0,5.2,-4.8,-0.8,0.4,-10.9,4.3,7.3
CCN(CC)S(=O)(=O)c1cc(C(=O)OCC(=O)Nc2c(F)cccc2F)ccc1F,4.0,6.9,-2.0,-2.1,1.6,-0.2,-0.6,-3.3,-19.4
COc1ccc(C(=O)Nc2ccccc2N2CCCCC2)cc1[N+](=O)[O-],3.9,15.7,-1.7,-1.5,4.4,0.0,9.6,5.2,-11.9
COc1cc(COCC(O)CN2CCN(CCN3C(=O)c4cccc5cccc(c45)C3=O)CC2)cc(OC)c1OC (stereo not drawn),0.1,-1.5,1.4,-2.9,-0.8,-0.5,-1.4,-1.3,-13.5
C=CCNC(=O)c1ccc(NC(=O)C2=CSCCO2)cc1,-2.4,0.5,1.1,-7.5,0.1,0.3,-22.1,-1.3,0.8
Oc1cccc(/C=N/N=C/c2cccc(O)c2O)c1O,3.4,1.7,-5.6,0.1,0.2,-0.2,9.5,0.3,14.4
Cn1c(SCc2cccnc2)nc2cccnc21,-2.6,16.7,1.8,3.1,-0.2,0.0,-11.1,-1.3,2.0
CS(=O)(=O)N(CC(=O)NCCSCc1ccccc1)c1ccccc1Cl,0.4,2.7,-3.7,-7.9,-0.1,0.0,-3.9,3.2,5.5
CC1CCCCC1NS(=O)(=O)CCNC(=O)c1ccc2c(c1)OCO2 (stereo not drawn),-9.0,-7.8,-4.0,3.9,-0.1,0.0,3.7,0.9,-11.0
O=C(O)C(c1ccccc1)N1C(=O)/C(=C\c2ccc(-c3ccccc3Cl)o2)SC1=S (stereo not drawn),27.4*,18.0,123.9*,16.4,-0.5,0.3,21.6,3.9,23.6
Cc1ccc(N(CN2C(=O)C3C4CCC(C4)C3C2=O)C(=O)c2ccco2)cc1 (stereo not drawn),-0.1,-10.0,-3.5,0.1,-1.4,0.0,4.0,-5.7,-4.5
Cc1ccc(S(=O)(=O)NC(=O)c2cccn2C)cc1,0.1,14.0,-4.3,-0.1,-0.8,0.0,-3.4,0.3,-9.1
O=C(OCC(=O)N1CCCC1=O)c1cc(S(=O)(=O)N2CCOCC2)ccc1Cl,-2.0,3.5,0.6,-1.9,0.6,0.0,-9.1,-6.8,4.4
O=C(Nc1ccccc1N1CCCCC1)c1cccs1,-1.0,11.0,-0.2,-0.8,3.5,-0.2,1.2,-1.7,-2.5
COc1cccc(CN2CCN(Cc3[nH]c4ccccc4c3C)CC2CCO)c1 (stereo not drawn),2.6,4.7,-1.3,-6.1,1.3,0.1,7.0,-2.5,-1.4
COc1ccc(C(=O)N2CCc3ccccc32)cc1S(=O)(=O)N1CCOCC1,-3.4,34.5,.,.,1.9,0.0,.,.,-3.6
CNC(=O)Nc1cc(C(F)(F)F)cc(C(F)(F)F)c1,0.1,4.8,-1.2,-2.3,4.8,0.0,-2.0,-1.5,1.0
CN1CCN(S(=O)(=O)c2ccc(Oc3ccc(F)cc3Br)nc2)CC1,0.0,7.6,-3.7,-0.8,-0.9,-0.1,-4.8,-3.8,-3.4
CCOc1ccc(C(=O)N2CCN(c3ccccc3)CC2)cc1OCC,1.6,10.0,8.9,0.9,-0.7,0.2,-9.8,1.6,10.5
O=C(O)C1C2CCC(C2)C1C(=O)Nc1ccccc1 (stereo not drawn),-5.0,5.0,-1.4,-7.9,1.6,-0.1,-1.9,0.6,2.7
CCOc1ccc(-n2c(O)c(/C=N/Nc3nnc(C)c(=O)[nH]3)c3ccccc3c2=O)cc1,10.1,8.7,21.0,-17.6,-1.8,0.3,-21.3,7.0,-9.1
CC(=O)NCCCC(=O)NC(CCC(=O)OCc1ccccc1)C(=O)OCc1ccccc1 (stereo not drawn),1.5,7.7,-1.6,-4.9,0.7,-0.1,8.0,-7.3,-19.2
O=C(Nc1ccc2c(c1)OCCO2)c1ccncc1,-0.8,-3.7,-3.2,-5.0,3.6,0.0,-1.8,1.1,-8.7
CCOC(=O)COC(=O)c1ccc(O)cc1,4.2,-3.2,0.6,3.8,2.6,0.1,7.2,-5.6,-8.0
O=C(O)c1ccc(CN2C(=O)c3ccccc3S2(=O)=O)cc1,-2.5,6.5,-2.6,-8.6,1.4,0.0,-0.8,-5.1,2.8
CCCOc1ccc(N2C(=O)CC(SC(=NCC)Nc3cccc(F)c3)C2=O)cc1 (stereo not drawn),-0.1,12.8,-4.6,-0.3,0.9,-0.1,17.3,0.8,-16.8
Cn1cc(C=C2C(=O)CC(C)(C)CC2=O)c2ccccc21,-2.2,5.1,5.2,-3.5,4.3,0.3,4.0,4.2,-17.4
O=C(COC(=O)CCC(=O)c1ccc(F)cc1)Nc1ccccc1,1.6,-10.4,-0.6,1.3,2.0,0.1,-10.3,-43.3,-12.1
COc1ccc(-c2cc(C(=O)Nc3ccccc3)on2)cc1,0.1,-0.8,-3.1,-4.6,-1.7,-0.1,-5.8,3.2,-1.8
CC(C)n1ncc2c(C(=O)Nc3cccc(S(=O)(=O)N(C)C)c3)cc(C3CC3)nc21,-2.2,-0.1,.,.,3.1,-0.3,.,.,-8.4
Oc1ccc(N2CCN(Cc3ccc(OCCCN4CCCCC4)cc3)CC2)cc1,2.4,25.7,-4.7,-8.5,3.8,-0.2,2.6,-3.4,-6.2
O=C(NC(=S)NCC1COc2ccccc2O1)c1ccccc1 (stereo not drawn),-3.6,-27.8,3.8,4.5,0.2,-0.1,-2.7,-0.8,9.2
c1ccc(-c2nc(N3CCOCC3)cc(N3CCOCC3)n2)cc1,-7.3,2.8,-3.5,-1.5,0.9,-0.1,5.9,4.2,-3.5

# The list continues:
SMILES,PP1 counter,PREPL inhibitor,TPT1 inhibitor,HCV core dimer,PP5 inh,Efflux pump mplx,EBNA-1 inhibitor,CTSL1 counter,ZTA counter
COc1cc(NC(=O)c2ccc(C)cc2)c(OC)cc1NC(=O)CN1CCCCC1,-2.4,23.4,-0.5,5.5,-2.1,0.0,7.2,0.3,7.9
Cc1[nH]c2ccccc2c1C(=O)C(C)OC(=O)c1ccc(Cl)nc1 (stereo not drawn),-4.3,16.8,7.4,-4.0,-1.2,0.3,4.3,-0.3,-0.2
O=C(CN1CCN(c2nc(-c3ccc(F)cc3)cs2)CC1)Nc1ccc2c(c1)OCO2,2.2,42.4,4.6,3.8,6.4,0.1,-9.0,1.0,-6.7
N#C/C(=C/c1cc(Br)cs1)C(=O)NCC1CCCO1 (stereo not drawn),-1.0,3.6,1.4,1.0,3.4,0.0,-2.5,-0.2,-2.0
COc1ccc(CCN2CC(C(=O)N3CCN(C(C)=O)CC3)CCC2=O)cc1 (stereo not drawn),-0.1,5.4,-0.2,10.3,2.3,-0.1,12.3,0.2,10.8
Cc1cc(C)c(NC(=O)CN2C(=O)NC3(CCCc4ccccc43)C2=O)c(Cl)c1 (stereo not drawn),-3.7,-0.1,-0.3,-1.2,-0.4,-0.1,2.4,-0.6,-4.9
COc1ccc(C(=O)NC(=S)Nc2cc(C)ccn2)cc1[N+](=O)[O-],-2.0,-5.4,1.1,3.2,1.4,0.3,-2.5,0.3,8.0
Cc1[nH]c2ccccc2c1C(=O)CN1C(=O)NC2(CCCCCC2)C1=O,-2.6,-14.7,.,.,4.0,0.0,.,.,-3.6
CN(C)c1ccc(-n2cccc2)cc1,-1.2,10.3,-2.8,-5.0,1.0,0.0,-1.5,-3.9,-13.8
CSCc1c(C(=O)Nc2ccccc2N2CCOCC2)oc2ccccc12,3.8,10.0,.,.,2.7,-0.2,.,.,-11.7
Nc1nncn1C(=O)c1ccc(Cl)cc1Cl,2.7,4.7,-1.8,-1.0,-0.8,-0.1,2.5,1.1,19.2
Cc1ccc(-c2ccc(/C=C(\C#N)C(N)=S)n2C)cc1,-2.1,40.0,23.8,-5.1,2.6,-0.2,0.5,-0.3,-13.4
COc1ccc2c(Cl)c(C(=O)N/N=C/c3ccc4c(c3)OCO4)sc2c1,19.5*,-3.3,2.4,8.6,0.5,0.1,15.2,3.5,12.7

# Some of the entries so far, with values under each structure.
# Fields: PP1 counter	PREPL inhibitor	TPT1 inhibitor	HCV core dimer	PP5 inh	Efflux pump mplx	EBNA-1 inhibitor	CTSL1 counter	ZTA counter
O=C(CN1CCN(c2nc(-c3ccc(F)cc3)cs2)CC1)Nc1ccc2c(c1)OCO2
 : 2.2	42.4	4.6	3.8	6.4	0.1	-9.0	1.0	-6.7
CSCc1c(C(=O)Nc2ccccc2N2CCOCC2)oc2ccccc12
 : 3.8	10.0	.	.	2.7	-0.2	.	.	-11.7
Nc1nncn1C(=O)c1ccc(Cl)cc1Cl
 : 2.7	4.7	-1.8	-1.0	-0.8	-0.1	2.5	1.1	19.2

# Some of the compounds tested; the hit share may differ from the screen's.
